JMJD2E inh: blocks human JMJD2E demethylase activity. hit rate 1.6% among 230,000. Potency, µM (highest dose often 57.1 µM), for inactives: at the highest dose activity change, negative = inhibition, actives largely listed as inhibitors. JMJD2E catalytic domain, FDH-coupled NADH fluorescence (FDH is formaldehyde dehydrogenase). AID 2147; active = well fitted inhibition curve with a large enough effect, not every such curve was filed as active; inconclusive = small, poorly fitted or top-dose-only effect, or another doubt; inactive = no such curve, though single readings can be large or run the other way;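 also: 0% = wells with enzyme and -100% = buffer wells without enzyme; nearly all actives have a fitted effect of over 50% in size; many of its hits are not listed in these tables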
Target sequence (B2RXH2 1-337 limits assumed): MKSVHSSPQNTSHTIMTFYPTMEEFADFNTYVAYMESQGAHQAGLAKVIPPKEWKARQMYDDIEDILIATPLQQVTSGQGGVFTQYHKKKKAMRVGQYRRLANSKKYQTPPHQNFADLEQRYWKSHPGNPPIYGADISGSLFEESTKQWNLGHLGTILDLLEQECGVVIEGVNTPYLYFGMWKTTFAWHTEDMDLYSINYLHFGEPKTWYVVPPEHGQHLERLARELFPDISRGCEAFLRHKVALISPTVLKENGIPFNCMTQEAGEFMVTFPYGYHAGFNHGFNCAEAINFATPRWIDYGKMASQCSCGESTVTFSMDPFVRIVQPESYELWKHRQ
L3MBTL1 block: inhibitors of human L3MBTL1. hit rate 0.66% among 230,000. Potency, µM (titrated, usually from 57.1 µM), for inactives: at the top dose activity, negative = inhibition, usual class: inhibitors. AlphaScreen L3MBTL1–H3K9me1 peptide binding. Q9Y468; also: % is scaled to controls: 0 for no effect and ±100 for the full control effect; nearly all actives have a fitted effect of over 60% in size
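L3MBTL1 50 nM + b-AHA-H3(1-15)K9me1 75 nM, 30 min RT; compound added, 30 min RT; streptavidin donor/Ni-chelate acceptor beads 10 ug/mL each final, 30 min RT dark; AlphaScreen read.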
KinaseGlo FLuc: Kinase-Glo luciferase inhibition (counter-screen). Q27757. Kinase-Glo luciferase, ATP luminescence, 8 min. Potency, µM (titrated, usually from 38.3 µM), for inactives: at the highest dose activity change, negative = inhibition, most hits filed as inhibitors. hit rate 0.28% among 200,000. AID 1379; also: % is scaled to controls: 0 for no effect and ±100 for the full control effect; nearly all actives have a fitted effect of over 60% in size
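Compound is pinned into ATP-containing buffer (10 uM ATP, imidazole pH 7.2, 7 mM MgCl2). Kinase-Glo luciferase reagent is then added. Light output is recorded following an 8-min room-temperature incubation.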
ALDH1A1 inh: blocks purified human ALDH1A1 activity; P00352; Purified ALDH1A1, NADH fluorescence, propionaldehyde substrate; Potency, µM (top dose mostly 75.3 µM), for inactives: at the top dose activity, negative = inhibition, usual class: inhibitors; hit rate 7.3% among 220,000; active = well fitted inhibition curve with a large enough effect, not every such curve was filed as active; inconclusive = small, poorly fitted or top-dose-only effect, or another doubt; inactive = no such curve, though single readings can be large or run the other way;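 also: plate controls were no enzyme wells and a reference inhibitor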
RECQ1 helicase: RECQ1 (human) helicase inhibition; RECQ1 DNA unwinding, red fluorescence kinetic read; Potency, µM (doses to about 57.3 µM), without a hit: at the highest dose activity, negative = inhibition, most hits filed as inhibitors; hit rate 0.54% among 240,000; AID 2549;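 also: plate controls were vehicle for no effect and no enzyme for full effect; nearly all actives have a fitted effect of over 30% in size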
Target sequence (P46063 whole entry, looked up): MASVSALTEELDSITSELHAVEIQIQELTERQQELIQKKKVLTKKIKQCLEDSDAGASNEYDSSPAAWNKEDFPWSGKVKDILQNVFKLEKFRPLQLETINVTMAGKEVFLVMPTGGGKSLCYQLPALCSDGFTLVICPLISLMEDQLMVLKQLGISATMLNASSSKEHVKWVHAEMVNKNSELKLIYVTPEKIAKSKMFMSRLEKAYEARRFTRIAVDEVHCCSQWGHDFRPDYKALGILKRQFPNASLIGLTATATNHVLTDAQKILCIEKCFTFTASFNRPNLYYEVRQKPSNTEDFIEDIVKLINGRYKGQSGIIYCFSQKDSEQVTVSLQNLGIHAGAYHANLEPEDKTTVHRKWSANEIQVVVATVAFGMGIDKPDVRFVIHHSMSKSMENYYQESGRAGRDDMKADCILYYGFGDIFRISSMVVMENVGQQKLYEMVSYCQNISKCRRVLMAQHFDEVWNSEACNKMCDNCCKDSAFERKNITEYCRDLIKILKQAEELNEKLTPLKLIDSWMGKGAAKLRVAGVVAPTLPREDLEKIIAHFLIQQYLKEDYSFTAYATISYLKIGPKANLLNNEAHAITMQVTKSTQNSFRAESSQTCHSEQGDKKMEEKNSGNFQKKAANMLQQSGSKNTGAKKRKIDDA
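RECQ1T1 50 nM; forked duplex (20 bp + 30-nt ss tails) 200 nM, ATP 2 mM final; pH 8.0, 2 mM MgCl2, 2.5 ug/ml poly(dI-dC); 15 min compound preincubation; discontinuous kinetic read over 2 h at RT.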
SMN2 splice enh: increases expression of the SMN2 splice variant | HEK293 SMN2-luciferase splicing reporter, luminescence, 30-36 h | Potency, µM (highest dose often 46.1 µM), inactives show at the top dose activity change, positive = activation, hits mostly activators | hit rate 2.8% among 210,000; also: % of control where 0% means no effect; nearly all actives have a fitted effect of over 55% in size
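qHTS luciferase splicing reporter: luminescence rises when SMN2 exon 7 is included in transfected HEK293 cells. Compound exposure lasted 30-36 h at 37C, with 4.5 mM final sodium butyrate as control, followed by a ONE-Glo read.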
Lamin A splicing: changes lamin A minigene splicing in HeLa cells; HeLa LMNA splicing GFP/RFP minigene ratio, 48 h; Potency, µM (highest dose often 46.1 µM), inactives show top-dose ratio change, negative = inhibition, most hits filed as inhibitors; hit rate 0.01% among 200,000; AID 1487; active = well fitted inhibition curve with a large enough effect in the signal ratio, with a control signal flat, not every such curve was filed as active; inconclusive = small, poorly fitted or top-dose-only effect, or effect the other way, or a change in a side signal; the % refers to the signal ratio; also: % is scaled to controls: 0 for no effect and ±100 for the full control effect
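Read-out is the ratio of GFP to DsRed2 object intensity, acquired by 488 nm laser-scanning cytometry on HeLa lamin A-EGFP minigene reporter cells. Compound incubation 48 hrs at 37 °C in Opti-MEM with 2% FBS; DMSO 0.5% final.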
Tau ThT inhib: tau fibrillization inhibition (ThT binding); P10636; recombinant tau K18 P301L, heparin-induced fibrillization, ThT fluorescence; Potency, µM (titrated, usually from 57.4 µM), for inactives: top-dose activity, negative = inhibition, most hits filed as inhibitors; hit rate 2.1% among 270,000; AID 1460; also: % is scaled to controls: 0 for no effect and ±100 for the full control effect; nearly all actives have a fitted effect of over 55% in size
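Using a mix of unlabeled (15 uM) and Alexa 594-labeled (0.24 uM) tau K18 P301L, heparin-triggered fibrillization over 6 hr at 37 C was scored by ThT fluorescence.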
Numbers without * were called inactive; i = inactive; ? = inconclusive; . = not tested or not shown; [ ] = remark or other dose. Unless noted, calls follow the shape of the dose curve; as a rule, active = well fitted curve in the direction sought with a large enough effect; inconclusive = small, poorly fitted or top-dose-only effect, or another doubt; inactive = no such curve, though single readings can be large; an effect the other way counts as inactive or inconclusive. Potency is read from the fitted curve at half-maximal effect. These rows are one share of the data (hit frequency here may not be typical).

The first 10 entries, to show the layout:
SMILES	JMJD2E inh	L3MBTL1 block	KinaseGlo FLuc	ALDH1A1 inh	RECQ1 helicase	SMN2 splice enh	Lamin A splicing	Tau ThT inhib
O=C(CN1CCN(C(=O)c2cccc(F)c2)CC1)NC1CCCCC1	7%	.	0%	?	7%	-10%	0%	6%
COc1ccc(-c2c(C)nn3c(N4CCC(C(=O)NCCN(C)C)CC4)cc(C)nc23)cc1OC	2%	.	5%	?	-2%	.	16%	-16%
CS(=O)(=O)N(CC(=O)Nc1ccc2c(c1)OCO2)Cc1ccccc1	-3%	-6%	3%	8%	-10%	25%	-6%	?
CN1CC(c2ccccc2)C2(COc3ccccc3C2=O)C12C(=O)Nc1ccccc12 (stereo unspecified)	-3%	-4%	-2%	7.9µM*	-16%	-19%	16%	-13%
O=C(O)c1ccc2nc(-c3ccccc3)sc2c1	?	7%	-9%	-7%	1%	0.1µM*	?	1%
O=C(c1c[nH]c(C(=O)N2CCN(Cc3ccccc3)CC2)c1)C1CCCCC1	8%	-17%	7%	7.9µM*	0%	-36%[inhibitor]	?	-9%
O=C(NCCCN1CCOCC1)c1cnn2c(-c3ccccc3)cc(-c3ccccc3)nc12	?	6%	2%	?	-3%	-13%	?	-17%
Cc1ccc(CNCCNCCO)s1	18%	0%	-3%	7%	0%	4%	-10%[46 µM]	0%
COc1ccc(OC)c(N(CC(N)=O)S(=O)(=O)c2ccc(OC)c(OC)c2)c1	-2%	.	5%	5%	-2%	3%	-2%	-9%
Fc1ccc(Cn2c(-c3cscn3)nc3ccccc32)c(Cl)c1	?	.	1%	-2%	i	-13%	27%	-8%

The whole of this part, repeating the preview:
SMILES	JMJD2E inh	L3MBTL1 block	KinaseGlo FLuc	ALDH1A1 inh	RECQ1 helicase	SMN2 splice enh	Lamin A splicing	Tau ThT inhib
O=C(CN1CCN(C(=O)c2cccc(F)c2)CC1)NC1CCCCC1	7%	.	0%	?	7%	-10%	0%	6%
COc1ccc(-c2c(C)nn3c(N4CCC(C(=O)NCCN(C)C)CC4)cc(C)nc23)cc1OC	2%	.	5%	?	-2%	.	16%	-16%
CS(=O)(=O)N(CC(=O)Nc1ccc2c(c1)OCO2)Cc1ccccc1	-3%	-6%	3%	8%	-10%	25%	-6%	?
CN1CC(c2ccccc2)C2(COc3ccccc3C2=O)C12C(=O)Nc1ccccc12 (stereo unspecified)	-3%	-4%	-2%	7.9µM*	-16%	-19%	16%	-13%
O=C(O)c1ccc2nc(-c3ccccc3)sc2c1	?	7%	-9%	-7%	1%	0.1µM*	?	1%
O=C(c1c[nH]c(C(=O)N2CCN(Cc3ccccc3)CC2)c1)C1CCCCC1	8%	-17%	7%	7.9µM*	0%	-36%[inhibitor]	?	-9%
O=C(NCCCN1CCOCC1)c1cnn2c(-c3ccccc3)cc(-c3ccccc3)nc12	?	6%	2%	?	-3%	-13%	?	-17%
Cc1ccc(CNCCNCCO)s1	18%	0%	-3%	7%	0%	4%	-10%[46 µM]	0%
COc1ccc(OC)c(N(CC(N)=O)S(=O)(=O)c2ccc(OC)c(OC)c2)c1	-2%	.	5%	5%	-2%	3%	-2%	-9%
Fc1ccc(Cn2c(-c3cscn3)nc3ccccc32)c(Cl)c1	?	.	1%	-2%	i	-13%	27%	-8%
CC1=CCC(C(=O)O)(C(=O)N/N=C/c2cccs2)C(c2ccc([N+](=O)[O-])cc2)C1 (stereo unspecified)	3%	.	-3%	-12%	0%	6%	8%	?
Cc1ccc(-c2c3c(nc4sc(C(N)=O)c(N)c24)CCCC3)o1	-12%	-3%	-4%	?	19%	5%	7%	?
COCCCNC(=O)C1CCCCN1S(=O)(=O)c1ccc(F)cc1 (stereo unspecified)	-1%	2%	-3%	-6%	-6%	1%	3%	-6%
O=C(Cc1ccc(Cl)cc1)Nc1ccc(-c2cc3ccccc3oc2=O)c(Cl)c1	?	-11%	3%	?	-14%	-20%	?	2%
COc1ccc(C(=O)NCc2n[nH]c(=S)n2-c2ccccc2)cc1OC	-4%	.	18%	?	-5%	-7%	9%	-5%
CCCCOCCCn1c(-c2ccco2)nc2nc3ccccc3nc21	?	-1%	.	?	-8%	.	14%	14%
CC(C)(C)c1ccccc1NC(=O)NC1CCN(Cc2c(F)cccc2Cl)CC1	?	0%	.	-1%	i	.	.	1%
Oc1c(N=NC(=S)Nc2ccccc2F)c2ccccc2n1Cc1cccc(Cl)c1	5%	.	-1%	0.4µM*	i	-37%[inhibitor]	-29%[46 µM]	?
CC(=O)Nn1c(COc2ccccc2C)nc2ccccc2c1=O	0%	2%	.	-5%	-6%	.	-2%	2%
Cc1ccc(/C=N/n2cnc3sc4c(c3c2=O)CCCC4)o1	-2%	-2%	-3%	?	-4%	3%	5%	-12%
Cc1cc(C)nc(NNC(=O)NC2CCCCC2)n1	3%	19%	2%	9%	-3%	1%	7%[46 µM]	-2%
O=C(NNC(=O)C1CCN(c2ncccn2)CC1)c1ccccc1	?	12%	-4%	5%	1%	.	21%[46 µM]	-8%
Cc1nn(-c2ccccc2)c(C)c1NC(=O)COc1ccc(C#N)cc1	-2%	-1%	-2%	4%	-5%	-17%	10%	-11%
O=C(OCC1OC(n2cnc3c(N(C(=O)c4ccccc4)C(=O)c4ccccc4)ncnc32)C(O)C1F)c1ccccc1 (stereo unspecified)	0%	-3%	-4%	-3%	-8%	-16%	?	-12%
COC(=O)CC1Sc2ccccc2NC1=O (stereo unspecified)	-1%	.	-4%	-4%	1%	27%	3%	-7%
COCCCNC(NC(=O)c1ccc(C)cc1)C(Cl)(Cl)Cl (stereo unspecified)	1%	9%	-3%	12%	1%	-18%	-2%	4%
CC(O)CN1CC(O)=C(c2nc3ccccc3s2)C1=N (stereo unspecified)	?	.	11%	?	-4%	-4%	1%[46 µM]	-8%
CCN(Cc1cnn(C)c1)C(=O)c1ccc(OC2CCN(S(=O)(=O)N(C)C)CC2)cc1	1%	-20%	1%	20%	4%	.	.	-1%
CN(C)C(=O)CSc1nnc(-c2cc(-c3cccs3)nc3ccccc23)o1	.	.	-4%	?	i	10%	10%	-11%
Cc1cc(NC(=O)c2sc(Nc3ccc(F)cc3)nc2N)no1	-15%	-29%	0%	0%	-6%	24%	-1%[9.22 µM]	?
CC1=NNC(=O)C1CCC(=O)N/N=C\c1ccccc1[N+](=O)[O-] (stereo unspecified)	-8%	-5%	-1%	-12%	-2%	-11%	-1%	-5%
CCS(=O)(=O)N1Cc2ccccc2CC1C(=O)Nc1nnc(SCc2c(Cl)cccc2Cl)s1 (stereo unspecified)	-7%	-1%	-3%	-1%	-13%	17%[1.84 µM]	?	-13%
CC(=O)c1cc(C)ccc1OC(=O)c1cccc2nc(C)oc12	6%	4%	3%	10%	-6%	-8%	14%	-6%
Cn1c(=O)c2c(-c3ccccc3)n(C3CCCCC3)cc2n(C)c1=O	0%	2%	-1%	?	-8%	-28%	-1%	-2%
Cc1nc2sc(C(c3cccc(F)c3)N3CCN(C(=O)c4ccco4)CC3)c(O)n2n1 (stereo unspecified)	6%	2%	-6%	-6%	-9%	6%	-14%	-3%
CCN(CC)S(=O)(=O)c1ccc(NC(=O)C2c3ccccc3Oc3ccccc32)cc1	6%	0%	0%	33%[activator]	-13%	-16%	?	-7%
COc1ccc(C2=NOC(Cn3c(Cc4ccc(Cl)cc4)nc4c3c(=O)n(C)c(=O)n4C)C2)cc1 (stereo unspecified)	-1%	-5%	-3%	?	-1%	-3%	-8%	?
Cc1cccc(-n2c(SCC(=O)O)nc3sc4c(c3c2=O)CCC4)c1	-1%	-3%	.	.	?	.	.	-4%
Cc1ccnc(N=Cc2nc(-c3ccccc3Br)oc2O)c1	?	.	-7%	4µM*	-5%	58%	.	?
COC(=O)/C=C/c1ccc(OC(=O)c2ccncc2)cc1	?	-7%	4%	11%	-6%	21%	-5%	?
C#C[C@@]1(O)CC[C@@H]2[C@@H]3CCC4=C(CCC(=O)C4)[C@H]3CC[C@]21C	-27%[25.5 µM]	.	0%[17.1 µM]	-15%[20.9 µM]	-5%[25.9 µM]	-8%[20.6 µM]	?	.
CCOC(=O)N1CCC(NC(=O)c2cc3c(-c4ccccc4F)nn(C)c3s2)CC1	?	.	-1%	?	-2%	-22%	-8%	-11%
O=C(Cn1nnc(-c2ccncc2)n1)Nc1ccc2c(c1)CCC2	-2%	-3%	3%	11%	-11%	-64%[inhibitor]	-11%	-17%
O=C1C(Cc2ccccc2O)NC(=S)N1c1ccccc1 (stereo unspecified)	6%	6%	.	.	-2%	.	.	-1%
Cc1cc(C)cc(C(=O)NC(=S)Nc2ccc3c(c2)OCCO3)c1	-9%	-11%	.	13µM*	-9%	.	-20%	-13%
Cc1c(Br)cc(C(=O)NC2CCCCC2)c(C)c1C	4%	3%	0%	-2%	-10%	-17%	9%	-5%
Cc1c(NC(=O)/C=C/c2cn(-c3ccccc3)nc2-c2ccc(F)cc2)c(=O)n(-c2ccccc2)n1C	4%	-4%	3%	?	-8%	3%	4%	?
COC(=O)[C@H](C)NC(=O)Nc1ccc(Oc2ccccc2)cc1	5%	0%	-9%	-13%	0%	-6%	-6%	4%
COCc1cc(C)nc(OCC(=O)N/N=C/c2ccc(-c3cccc([N+](=O)[O-])c3)o2)c1C#N	-30%	0%	-5%	?	i	-2%	7%	?
CCOC(=O)c1c(C#N)cnn1-c1ccc(C)cc1	-6%	1%	5%	14%	-1%	-4%	-3%	-3%
COc1ccc(CC(=O)Nc2nnc(C(C)C)s2)cc1OC	-2%	-7%	-5%	1%	-14%	.	?	3%
COc1ccc(-c2noc(CCC(=O)Nc3ccc4c(c3)OCCO4)n2)cc1	-7%	.	16%	?	-1%	-18%	-17%	?

Source: PubChem BioAssay
